High-throughput results from PubChem.
SIAE primary = human SIAE inhibitors, primary screen, biochemical, fluorescence polarization, FP-Rh probe, 1536-well HTS; Sialate O-acetylesterase (Homo sapiens), Q9HAT2; SIAE FP-Rh probe binding; inhibition, % at 9.66 µM; hit rate 0.69% among 370,000; AID 1053197, 2014;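 active means inhibition above a cutoff: mean of compounds within the control limits plus 3 SD of those, cut at about 17% in these data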;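 further: 0% = plate median of compound wells and 100% = probe without SIAE protein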
HTRA1 inhibitor = HTRA1 serine protease inhibitors, primary screen, biochemical, fluorescence polarization, HTS; inhibition, % at 5.96 µM; hit rate 0.5% among 340,000; Q92743; recombinant HTRA1, FP-rhodamine activity-based probe; in the data active means inhibition above about 36%;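 further: 0% = enzyme with DMSO and 100% = wells lacking enzyme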
GC-B act = human GC-B receptor activators, primary screen, HEK293 GC-B cells, cGMP TR-FRET, EC30 CNP; Atrial natriuretic peptide receptor 2 (Homo sapiens), P20594; 0% at EC30 CNP, 100% saturating CNP; activation, % at 10 µM; hit rate 0.11% among 370,000; AID 1920062, 2024;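 active means activation at 10 µM reaching about 35% in either raw or pattern-adjusted values, limit read from the data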
MBD2 inh = inhibitors of MBD2 binding to methylated DNA, primary screen, biochemical, TR-FRET, DNA-binding domain, human; MBD2 binding to methylated oligonucleotide; inhibition, % at 4.4 µM; hit rate 0.31% among 370,000; in the data active means inhibition above about 13%
rCAG binder = binders of r(CAG) RNA repeats, primary screen, biochemical, fluorescence; hit rate 1.3% among 370,000; r(CAG) RNA repeat, TO-PRO-1 dye displacement fluorescence; AID 651821, 2012; inhibition, % at 3 µM;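 active means inhibition above the plate cutoff, the mean of all test compounds on that plate plus 3 SD, cut at about 35% in these data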;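 further: 0% = DMSO alone and 100% = 100 µM mitoxantrone as full dye displacement; higher means more dye released from RNA so lower well fluorescence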
TCR-CD3 inh = inhibitors of human TCR-CD3 interaction, primary screen, biochemical, fluorescence, TAMRA-labeled TCR probe | T-cell receptor (TCR) | inhibition, % at 9.4 µM | hit rate 0.37% among 360,000; in the data active means inhibition above about 19%;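 further: recombinant mutant TCR 2C K166C tagged with TAMRA read by polarization; 0% = receptor in buffer alone and 100% = receptor with positive control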
ABHD4 inh = ABHD4 inhibitors, primary screen, biochemical, fluorescence polarization, mouse | (Lyso)-N-acylphosphatidylethanolamine lipase (Mus musculus), Q8VD66 | purified mABHD4, FP-Rh probe fluorescence polarization | inhibition, % at 8.92 µM | hit rate 0.54% among 370,000;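 active means inhibition exceeding the mean over every tested compound plus 3 SD, cut at about 30% in these data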;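 further: 0% = plate median of compound wells and 100% = S159A mutant with DMSO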
Target sequence (Q8VD66 whole entry, looked up): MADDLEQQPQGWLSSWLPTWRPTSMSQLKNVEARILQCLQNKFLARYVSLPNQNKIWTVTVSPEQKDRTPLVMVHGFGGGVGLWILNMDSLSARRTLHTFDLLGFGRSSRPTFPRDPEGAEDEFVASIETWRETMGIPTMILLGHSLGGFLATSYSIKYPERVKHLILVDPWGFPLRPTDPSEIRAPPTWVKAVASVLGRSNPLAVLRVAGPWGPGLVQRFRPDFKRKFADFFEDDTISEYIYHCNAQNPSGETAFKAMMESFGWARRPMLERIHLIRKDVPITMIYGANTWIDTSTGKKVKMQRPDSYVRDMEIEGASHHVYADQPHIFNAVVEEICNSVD
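Test system: mABHD4 protein | Buffer or medium: HEPES pH 7.0 buffer, 150 mM NaCl, 0.01% Pluronic F-127 | Probe or stimulus: FP-Rh fluorescent activity-based probe, added after compound pre-incubation | Timing: Pre-incubation 45 min, probe exposure 60 min, at 25 °C | Technique: Fluorescence polarization, excitation 525 nm, emission 598 nm, BODIPY TMR filters | Repeats: Single well per compound (singlicate)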
LEDGF integ inh = blockers of LEDGF/p75-dependent integrase strand transfer – biochemical, TR-FRET, high throughput, primary screen; HIV-1 integrase (with human LEDGF/p75); TR-FRET IN-LEDGF/p75 DNA integration, Eu/Cy5; inhibition, % at 3.7 µM; hit rate 0.64% among 370,000; AID 743269, 2014;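 active means inhibition above the screen-wide mean plus 3 SD, cut at about 13% in these data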;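 further: signal is the Cy5 over europium emission ratio at 671 and 618 nm; 0% = plate median of compound wells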
TDP2 absorb = human TDP2 enzyme inhibitors, primary screen, biochemical, epi absorbance, recombinant enzyme; inhibition, % at 12.8 µM; T5PNP hydrolysis, p-nitrophenol absorbance 415 nm; Tyrosyl-DNA phosphodiesterase 2 (Homo sapiens), O95551; hit rate 0.34% among 370,000;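 active means inhibition above the mean of all tested compounds plus 3 SD, set per campaign, cut at about 25% in these data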;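 further: 0% = DMSO with enzyme and 100% = buffer with substrate but no TDP2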
Target sequence (O95551 whole entry, looked up): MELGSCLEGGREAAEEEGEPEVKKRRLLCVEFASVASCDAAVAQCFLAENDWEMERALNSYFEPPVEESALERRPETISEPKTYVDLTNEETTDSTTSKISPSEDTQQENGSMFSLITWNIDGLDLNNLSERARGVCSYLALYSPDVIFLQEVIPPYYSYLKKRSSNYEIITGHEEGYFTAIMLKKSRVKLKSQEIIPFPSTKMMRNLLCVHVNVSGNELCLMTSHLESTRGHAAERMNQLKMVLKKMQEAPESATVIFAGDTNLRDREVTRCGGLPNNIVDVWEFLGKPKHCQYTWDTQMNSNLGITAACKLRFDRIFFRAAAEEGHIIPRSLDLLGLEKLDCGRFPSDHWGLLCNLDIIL
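Assay system: recombinant human TDP2 / Reagent: T5PNP substrate at 5 mM, a TopII-DNA adduct mimic / Measured by: epi absorbance from released p-nitrophenol / Evaluation: % inhibition relative to enzyme-containing and enzyme-free wells / Control set: enzyme-free and DMSO wells / Replicates: each compound tested once, singlicate / Schedule: enzyme reaction with compound for 2 h at 37 °C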
PRMT1 inh = PRMT1 methyltransferase inhibitors, primary screen, biochemical, fluorescence polarization; recombinant PRMT1, activity-based probe fluorescence polarization; inhibition, % at 2.79 µM; hit rate 1.3% among 370,000; AID 652257, 2013;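 active means inhibition above about 21% made by adding two undisclosed values, limit read from the data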
Target sequence (Q99873 whole entry, looked up): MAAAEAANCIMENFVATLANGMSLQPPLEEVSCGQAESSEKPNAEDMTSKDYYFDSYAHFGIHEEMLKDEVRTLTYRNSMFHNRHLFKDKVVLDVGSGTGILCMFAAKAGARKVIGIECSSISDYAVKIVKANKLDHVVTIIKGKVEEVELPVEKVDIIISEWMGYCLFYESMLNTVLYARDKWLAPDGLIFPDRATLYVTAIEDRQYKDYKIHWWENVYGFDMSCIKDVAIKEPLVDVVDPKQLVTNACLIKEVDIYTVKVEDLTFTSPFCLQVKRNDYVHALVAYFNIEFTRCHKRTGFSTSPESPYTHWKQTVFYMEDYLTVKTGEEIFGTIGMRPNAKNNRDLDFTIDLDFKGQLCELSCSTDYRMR
* = called active by the depositor; · = no result given.

molecule | TDP2 absorb | GC-B act | PRMT1 inh | LEDGF integ inh | rCAG binder | TCR-CD3 inh | MBD2 inh | HTRA1 inhibitor | SIAE primary | ABHD4 inh
CCCS(=O)(=O)NC(=O)C1(C)CCCN(C(=O)CCc2cccs2)C1 (centres undefined) | -2.9 | 8.9 | -0.8 | -0.7 | 3.5 | 3.9 | -1.1 | · | 2.7 | 3.8
COC(=O)c1cn(Cc2cccc(C)c2)nn1 | -7.1 | 3.4 | 4.2 | 0.5 | -3.4 | 5.3 | 3.9 | -1.4 | -1.6 | 2.8
CCOC(=O)c1c(C=O)c(C)n(Cc2ccc(Cl)cc2)c1C | 8.8 | 3.9 | -0.3 | -1.2 | -7.8 | 1.1 | 0.2 | -21.1 | -3.5 | -6.7
CCC[N+]1(CC#CC(O)(c2ccccc2)C2CCCCC2)CCCCC1 (centres undefined) | 3.6 | -4.4 | 1.4 | -2.3 | -6.0 | -1.9 | -1.7 | -5.0 | -4.0 | -0.4
O=[N+]([O-])c1cc(/C=N\Nc2nc(-c3ccccc3)cs2)ccc1O | 6.5 | -1.0 | 10.5 | 2.5 | 65.6* | 8.1 | -1.7 | 47.4* | 7.5 | 41.5*
COCCN1C(=O)c2[nH]nc(-c3ccccc3O)c2C1c1ccc(OC)cc1 (centres undefined) | 4.4 | -8.2 | 0.3 | -1.6 | 1.8 | 0.2 | 0.6 | 7.4 | 3.3 | 4.7
O=C1CN(Cc2nc3cc(Cl)ccc3c(=O)[nH]2)CCN1 | 0.1 | -3.8 | -0.8 | 0.7 | 4.9 | 1.6 | 2.6 | -5.5 | 2.4 | 6.0
C=CCc1ccc(OCCCCN2CC(C)OC(C)C2)c(OC)c1 (centres undefined) | 10.0 | 0.9 | 0.2 | 2.7 | -10.9 | 7.5 | 0.1 | 1.8 | 14.3 | 10.6
CCC1CN(C(=O)NCc2ccc(C)cc2)c2cc(C)ccc2O1 (centres undefined) | -4.2 | -4.3 | -2.6 | 3.5 | -4.6 | -1.9 | 8.6 | -10.4 | 0.4 | -13.8
CSc1nc2ccc3nc(NC(=O)C4COc5ccccc5O4)sc3c2s1 (centres undefined) | 0.6 | -0.7 | -1.5 | 6.0 | 15.5 | 0.1 | 2.5 | -27.1 | -54.6 | 6.4
O=C(Nc1ccccc1N1CCOCC1)c1cccnc1Cl | 3.9 | 0.5 | -0.3 | 3.4 | -1.9 | 1.5 | 6.5 | 6.3 | 3.7 | 2.5
CCOC(=O)Nc1cccc(C(=O)O)c1 | -8.2 | -6.7 | 0.4 | 1.2 | 2.2 | -5.2 | -0.2 | -2.2 | -7.6 | 1.1
CN(C(=O)CSc1ncccc1C(=O)O)c1ccccc1 | -1.5 | 1.3 | 2.5 | 5.4 | 1.7 | -8.0 | 7.7 | 2.5 | -4.3 | -9.9
Cc1ccc(NS(=O)(=O)c2ccc(C(C)C)cc2)cc1S(=O)(=O)N1CCOCC1 | -7.2 | -0.3 | 2.8 | 2.4 | 14.1 | 0.4 | 4.7 | -3.4 | -5.6 | 4.6
CN1CCSc2ccc(C(=O)Nc3cc(F)ccc3F)cc21 | -17.6 | -4.6 | 14.8 | 2.9 | 3.8 | -3.4 | 4.3 | -5.4 | 7.0 | -6.8
CCNC(=O)CSc1nc2ccccc2c(=O)n1CCCOC(C)C | -2.3 | 0.6 | -0.3 | -0.3 | -5.4 | -6.0 | 1.5 | 7.1 | -0.2 | -2.3
CCOc1ccccc1CNCCO | 4.0 | 5.1 | -2.8 | -1.7 | 2.8 | 0.8 | -0.2 | -0.5 | 4.0 | -1.5
COCCCNc1ccn2nc(-c3ccc(OCc4ccccc4)cc3)cc2n1 | -9.6 | -4.2 | -0.6 | 4.0 | 4.2 | 4.0 | -6.5 | · | -3.2 | -29.9
NCCCC[C@@H](C(=O)N1CCNCC1)n1cc([C@@H](N)CC(N)=O)nn1 | 3.6 | 5.2 | 6.9 | 0.7 | 0.0 | -2.8 | 1.8 | -2.2 | 4.8 | 4.7
Cc1c(=O)n(OCc2ccccc2F)c2ccccc2[n+]1[O-] | -1.5 | -1.1 | -0.8 | -0.7 | 5.1 | 2.4 | 4.8 | -0.9 | -3.8 | -5.5
CSc1sc(C#N)c2c1/C(=N\O)CCC2 | 15.2 | -1.3 | 2.2 | 2.5 | 0.8 | 6.1 | -6.5 | -5.3 | 12.1 | -4.7
Cc1cc(Cl)ccc1NC(=O)CN1C(=O)NC2(CCCc3ccccc32)C1=O (centres undefined) | 3.3 | 4.0 | 2.7 | -4.9 | -0.6 | -8.2 | 3.2 | -10.1 | -1.3 | -9.2
C=CCN1C(=O)[C@@H](CC(=O)NCCCOCCCC)[C@]2(C(=O)OCC)CCCCC/C=C/12 | 1.0 | -9.0 | 2.4 | -1.0 | 0.7 | · | -1.5 | · | -0.5 | -1.5
CCCCSc1nnc(-c2ccccc2)c2ccccc12 | -5.1 | -1.6 | -1.9 | 0.1 | -1.9 | -5.0 | 7.0 | -27.2 | 0.4 | 7.8
Cc1cc(C)n(S(=O)(=O)c2cc(C)c(C)cc2C)n1 | -11.9 | 4.2 | -0.3 | 1.1 | -3.6 | -2.5 | 1.7 | -0.4 | 1.3 | -2.0
Cc1ccc2c(Cl)c(C(=O)Nc3ccc4c(c3)OCO4)sc2c1 | 10.7 | 4.0 | 2.9 | -0.1 | 1.5 | 2.1 | -1.9 | 1.4 | 0.6 | 4.2
O=C(NC1CCCC1)C1C2C=CC(C2)C1C(=O)N1CCOCC1 (centres undefined) | -7.4 | 6.8 | -1.8 | 0.7 | 0.5 | 5.4 | -0.7 | 8.4 | 4.7 | -4.6
O=C(NCc1ccncc1)Nc1ccc(F)cc1 | 0.8 | -2.5 | -1.9 | -8.6 | -1.2 | -1.8 | -3.2 | 1.0 | -3.4 | -8.2
COc1ccc(Cl)cc1NC(=O)NNC(=O)c1ccccn1 | -5.9 | -3.0 | -2.4 | 2.4 | 4.0 | -17.4 | -1.8 | 1.9 | 3.3 | 39.7*
O=C(O)c1cccc(CSc2nnc(COc3ccccc3)o2)c1 | 9.5 | -2.3 | -3.1 | 0.4 | 0.4 | -7.6 | -0.3 | -4.3 | 4.2 | -7.3
Cc1nn(CC(=O)NCCCN2CCCCC2C)c(=O)c2cccn12 (centres undefined) | 11.8 | 0.6 | -5.2 | 0.0 | 1.4 | 6.2 | -5.0 | -4.0 | 10.4 | -2.5
N#CC(c1ccccc1)C(CC(=NO)c1ccccc1)c1ccccc1 (centres undefined) | 1.7 | -7.4 | -1.8 | -0.1 | 1.4 | -0.1 | 2.8 | -35.8 | -1.0 | -20.2
COc1ccc(NC(=S)NCCN2CCOCC2)c(OC)c1 | -4.6 | 4.5 | -1.4 | 1.3 | 0.5 | 4.8 | -4.4 | 5.0 | 3.8 | -4.0
O=C(NCCN1CCOCC1)c1cc(Sc2ccccc2Cl)nc2ccccc12 | -9.5 | 4.8 | 2.3 | -4.1 | -5.2 | -6.9 | 6.1 | · | -8.9 | -15.6
COc1ccc(/C=C(\NC(=O)c2ccc(C)cc2)C(=O)Nc2c(C)n(C)n(-c3ccccc3)c2=O)cc1 | 3.7 | 5.2 | -0.7 | -2.9 | -5.2 | -2.8 | -0.7 | 10.0 | 1.1 | 3.0
CC(=O)Nc1ccc(S(=O)(=O)NCC(=O)OCC(=O)Nc2sccc2C(N)=O)cc1 | 4.4 | 2.3 | 5.7 | -4.0 | 3.1 | -1.2 | 2.7 | -5.3 | -3.0 | 3.7
O=c1[nH]c2ccccc2cc1-c1nnn(-c2ccc(Cl)c(Cl)c2)n1 | -1.2 | 3.7 | 0.4 | 0.1 | 8.9 | 7.2 | -4.0 | -8.9 | 10.0 | -0.2
COc1c(C)cc(S(=O)(=O)NCCN2CCOCC2)c(C)c1C | 7.9 | 3.2 | -5.4 | -0.3 | -3.5 | -1.4 | -3.0 | 3.9 | 3.2 | 1.5
COc1ccc(O)c(CN2CC3CCC(CC3)C2)c1 | -4.0 | 3.0 | -0.8 | 1.3 | 0.1 | 2.7 | 1.9 | 9.2 | -3.2 | -1.8
Cc1ccc(NC(=S)NC2CC3CCC(C2)N3Cc2ccco2)c(C)c1 (centres undefined) | 1.8 | 8.8 | 7.0 | 2.2 | -7.3 | 0.7 | 4.1 | 2.5 | 3.1 | 4.3
CSC1=C(C#N)C(CC(C)C)C2=C(CCCC2=O)N1 (centres undefined) | 0.2 | -1.2 | -6.2 | -4.8 | -0.9 | 4.1 | -0.1 | -5.5 | 1.2 | -10.5
CCCCCCNC(=O)c1cc(-c2ccco2)nc2ccccc12 | -4.6 | 2.2 | 42.2* | 0.6 | 4.7 | -4.0 | 1.3 | -13.1 | -5.6 | -2.8
COc1ccc(NC(=O)CCC2COc3ccccc3O2)c(OC)c1 (centres undefined) | -6.7 | -2.4 | -0.5 | -0.5 | -7.5 | 3.7 | 1.8 | -10.2 | 2.1 | -4.7
Cc1nc(N)sc1-c1nnc(SCC(=O)Nc2ccccc2C(F)(F)F)n1C | 5.5 | -0.6 | -1.8 | 1.1 | -0.9 | 1.7 | 1.9 | 9.5 | 0.3 | -7.3
NC(=O)c1ncn([C@@H]2O[C@H](CNS(=O)(=O)c3cc4ccccc4s3)[C@@H](O)[C@H]2O)n1 | -1.4 | 4.1 | 3.6 | -2.4 | 2.7 | -0.3 | 3.3 | 2.3 | 2.2 | -13.7
COc1cccc(-c2nc3n(n2)C(c2ccc4c(c2)OCO4)C(C(N)=O)=C(C)N3)c1 (centres undefined) | -1.8 | -7.4 | -0.2 | 2.8 | 4.0 | 3.9 | -0.4 | -1.2 | 1.2 | -5.3
CCOc1ccc2nc(SCC(=O)N3c4ccccc4Sc4ccccc43)c(C#N)cc2c1 | -3.1 | 2.7 | -5.8 | -1.2 | 3.9 | 3.1 | 1.8 | -15.8 | -8.2 | 7.9

Fetched one by one from the list above:
molecule | TDP2 absorb | GC-B act | PRMT1 inh | LEDGF integ inh | rCAG binder | TCR-CD3 inh | MBD2 inh | HTRA1 inhibitor | SIAE primary | ABHD4 inh
COc1ccc(O)c(CN2CC3CCC(CC3)C2)c1 | -4.0 | 3.0 | -0.8 | 1.3 | 0.1 | 2.7 | 1.9 | 9.2 | -3.2 | -1.8
Cc1cc(C)n(S(=O)(=O)c2cc(C)c(C)cc2C)n1 | -11.9 | 4.2 | -0.3 | 1.1 | -3.6 | -2.5 | 1.7 | -0.4 | 1.3 | -2.0

An excerpt (hit frequency here may not be typical).
